# Compound activity: PubChem BioAssay, National Center for Advancing Translational Sciences (NCATS)
# APE1 inh: blocks human APE1 abasic DNA cleavage; AID 2517; P27695; Potency, µM (titrated, usually from 65.8 µM), without a hit: top-dose activity change, negative = inhibition, most hits filed as inhibitors; recombinant APE1, TAMRA/BHQ-2 abasic DNA cleavage fluorescence; 350,000 tested, 0.35% active;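 also: potency is read from the fitted curve at half-maximal effect; plate controls were vehicle for no effect and reference inhibitor for full effect; nearly all actives have a fitted effect of over 55% in size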
#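 0.75 nM APE1 + cpd, 15 min RT; start w/ 50 nM TAMRA/BHQ-2 THF-abasic dsDNA; kinetic fluor 525/598 nm ×3 reads @60 s; Δ(read3−read1); normalized to DMSO and NSC13755 control wells.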
# BLM inh: inhibitors of human Bloom syndrome helicase BLM; Potency, µM (series often up to 56.1 µM), for the others: at the highest dose activity change, negative = inhibition, actives largely listed as inhibitors; P54132; 350,000 tested, 0.2% active; AID 2528; recombinant BLM DNA unwinding, fluorescence dequenching;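 also: potency is read from the fitted curve at half-maximal effect; plate controls were vehicle for no effect and no enzyme for full effect; nearly all actives have a fitted effect of over 35% in size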
# Pol iota inh: DNA polymerase iota (human) inhibition | 390,000 tested, 1% active | Potency, µM (highest dose often 115 µM), for inactives: at the top dose activity, negative = inhibition, most hits filed as inhibitors | Pol iota fluorescent replication assay, 10 min | Q9UNA4; also: potency is read from the fitted curve at half-maximal effect
#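 Fluorescent replication assay read twice, at 0 min and 10 min after adding 50 nM (final) substrate. Enzyme (10 nM) and compounds were first incubated 15 min at room temperature; enzyme-free buffer wells were negative controls.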
# Anesthetic bind: binds horse apoferritin like a general anesthetic; Potency, µM (titrated, usually from 77.5 µM), for inactives: top-dose activity change, negative = displacement, usual class: inhibitors; 350,000 tested, 0.074% active; apoferritin/1-aminoanthracene competitive binding, fluorescence; P02791; AID 485281; also: potency is read from the fitted curve at half-maximal effect; % is scaled to controls: 0 for no effect and ±100 for the full control effect; nearly all actives have a fitted effect of over 20% in size
# Target sequence (P02791 2-175 limits assumed): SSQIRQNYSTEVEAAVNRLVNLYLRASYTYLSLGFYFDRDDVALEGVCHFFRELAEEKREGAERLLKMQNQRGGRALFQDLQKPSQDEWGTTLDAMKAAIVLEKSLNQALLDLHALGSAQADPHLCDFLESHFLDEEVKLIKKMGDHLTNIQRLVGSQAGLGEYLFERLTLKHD
#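 10 uM apoferritin + 50% sat. 1-AMA, PBS; cpd 10 min RT; Ex380/Em535 endpoint; normalized to free probe vs complex; 4-param Hill fit; propofol titration as pos. ctrl.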
# Pol beta inh: inhibitors of human DNA polymerase beta; P06746; Pol beta primer extension/strand displacement, fluorescence kinetic; Potency, µM (highest dose often 114 µM), for the others: at the top dose activity change, negative = inhibition, actives largely listed as inhibitors; 340,000 tested, 1.3% active; AID 485314; also: potency is read from the fitted curve at half-maximal effect; % is scaled to controls: 0 for no effect and ±100 for the full control effect
#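 Reaction started by 50 nM substrate onto compound-treated Pol beta (10 nM, 15 min preincubation, room temperature); plates read at 0 min and 10 min. Normalized concentration-effect data fitted by four-parameter Hill equation.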
# LDHA block: LDHA (human) enzyme inhibition; P00338; purified LDHA, NADH/diaphorase-resazurin fluorescence; active compounds read low; activity change, % (values are at about 110 or 230 µM); 480,000 tested, 0.15% active; AID 1347041; in the data active = activity change below about -30%; inconclusive = mostly about -25% to -30%;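 also: plate controls were DMSO wells for no effect and wells without enzyme for full effect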
#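 Enzyme activity of human lactate dehydrogenase 5 (2 nM; 0.06 mM NADH, 0.2 mM pyruvate, 5 min, RT) is measured via a resazurin/diaphorase fluorescence readout of residual NADH.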
# POLK inh: DNA polymerase kappa (human) inhibition; Q9UBT6; purified Pol kappa, fluorescent DNA synthesis assay, 10 min; Potency, µM (top dose mostly 107 µM), for inactives: top-dose activity, negative = inhibition, most hits filed as inhibitors; 400,000 tested, 0.53% active; also: potency is read from the fitted curve at half-maximal effect; % is scaled to controls: 0 for no effect and ±100 for the full control effect
#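 Inhibition of 10 nM Pol kappa is measured by a fluorescent read-out at 0 and 10 min following addition of 50 nM substrate (final), with a 15-min room-temperature compound preincubation.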
# POLH inh: DNA polymerase eta (human) inhibition. 390,000 tested, 1.2% active. Q9Y253. recombinant Pol eta, fluorescent DNA replication assay. AID 588591. Potency, µM (highest dose often 114 µM), without a hit: top-dose activity change, negative = inhibition, usual class: inhibitors; also: potency is read from the fitted curve at half-maximal effect; % is scaled to controls: 0 for no effect and ±100 for the full control effect
# Target sequence (Q9Y253 whole entry, looked up): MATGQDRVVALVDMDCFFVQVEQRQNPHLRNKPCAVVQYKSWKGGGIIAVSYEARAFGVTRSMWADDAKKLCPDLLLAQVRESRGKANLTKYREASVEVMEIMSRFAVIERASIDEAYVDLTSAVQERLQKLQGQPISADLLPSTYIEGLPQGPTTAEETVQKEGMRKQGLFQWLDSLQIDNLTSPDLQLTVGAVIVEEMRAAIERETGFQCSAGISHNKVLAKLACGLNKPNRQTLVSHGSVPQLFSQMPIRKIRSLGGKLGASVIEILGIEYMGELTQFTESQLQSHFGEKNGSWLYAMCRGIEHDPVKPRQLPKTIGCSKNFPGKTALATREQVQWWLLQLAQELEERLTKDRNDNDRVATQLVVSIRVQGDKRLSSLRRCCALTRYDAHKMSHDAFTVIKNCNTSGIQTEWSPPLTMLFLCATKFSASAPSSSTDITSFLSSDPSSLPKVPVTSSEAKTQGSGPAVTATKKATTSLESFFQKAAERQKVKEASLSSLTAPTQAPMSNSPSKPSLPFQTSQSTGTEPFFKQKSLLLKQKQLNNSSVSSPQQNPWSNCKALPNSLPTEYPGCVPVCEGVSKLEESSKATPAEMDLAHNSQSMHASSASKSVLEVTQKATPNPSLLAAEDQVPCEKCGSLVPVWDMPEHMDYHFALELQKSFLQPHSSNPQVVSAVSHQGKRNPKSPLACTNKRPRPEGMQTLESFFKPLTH
#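 Fluorescent replication assay: 50 nM final substrate added after a 15 min room-temperature compound preincubation with 10 nM enzyme. Signal taken at 0 min and again at 10 min.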
# Glioma ERSR ind: inducers of ER stress response in human glioma cells; U87-MG GRP78 promoter luciferase reporter, 16 h; Potency, µM, for inactives: at the highest dose activation, usual class: activators; AID 602332; 420,000 tested, 0.02% active; also: potency is read from the fitted curve at half-maximal effect; series mostly up to about 76 µM; % of control where 0% means no effect; nearly all actives have a fitted effect of over 35% in size
#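 Stably transfected U87-MG human glioma cells carrying a GRP78-based luminescent sensor were seeded at 1000 cells/well, pin-dosed with compounds and incubated 16 h. Luciferase reagent was then added, and end-point luminescence was read after 10 min at room temperature.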
# * marks the source's active call; other numbers are inactive results; ? = inconclusive; . = no result given; [ ] = dose if it differs, or a comment. Unless noted, calls follow the shape of the dose curve; as a rule, active = well fitted curve in the direction sought with a large enough effect; inconclusive = small, poorly fitted or top-dose-only effect, or another doubt; inactive = no such curve, though single readings can be large; an effect the other way counts as inactive or inconclusive. This is a subset; rates above refer to the full screens.
entry	mol	APE1 inh	BLM inh	Pol iota inh	Anesthetic bind	Pol beta inh	LDHA block	POLK inh	POLH inh	Glioma ERSR ind
1	CS(=O)(=O)Nc1ccc(C(=O)N2CCN(c3ccccc3F)CC2)cc1	12%	-1%	7%	-12%	18%	-5	-6%	-9%	-2%
2	CC(C)(C)NC(=O)CN(C(=O)CS(=O)CC(=O)Nc1ccc(F)cc1)c1ccc(Cl)cc1 (centres undefined)	1%	-1%	-11%	-7%	-5%	3	-7%	-12%	-1%
3	CCCCn1c(N)c(N(CC(C)C)C(=O)c2c(CC)noc2C)c(=O)[nH]c1=O	-3%	.	8%	.	.	-6	-10%	-6%	-1%
4	CSc1nc(-c2ccc(F)cc2)cc(=O)[nH]1	5%	-10%	13%	0%	0%	-3	1%	0%	-4%
5	COc1cccc2sc(NNC(=O)c3nc4ccccc4s3)nc12	16%	-7%	18%	1%	-10%	5	-4%	-9%	-2%
6	Cc1ccc(N=C2NC(=O)/C(=C/c3cccn3C)S2)cc1C	2%	-4%	1%	?	-1%	-4	-1%	-5%	4%
7	CC(=O)Nc1cccc(/C(C)=N/Nc2nc3ccccc3s2)c1	0%	-3%	111%[activator]	0%	-3%	-7	0%	-15%	5%
8	Cc1ccnc(NC(=O)CCC(=O)N(CC(=O)NCCc2ccccc2)Cc2ccco2)c1	-3%	1%	11%	-15%	1%	-4	-16%	4%	-4%
9	O=C(NCc1ccco1)c1ccc2c(=O)n(CCC3=CCCCC3)c(=O)[nH]c2c1	-4%	-4%	-4%	-13%	-5%	-9	-13%	-14%	-8%
10	CCOC(=O)Nc1ccc2c(c1)N(C(=O)N1CCN(C)CC1)c1ccccc1CC2	3%	-5%	?	-2%	-1%	-10	-10%	-18%	-4%

# Some values from the results shown.
# CC(=O)Nc1cccc(/C(C)=N/Nc2nc3ccccc3s2)c1 – POLK inh = 0%
# CCCCn1c(N)c(N(CC(C)C)C(=O)c2c(CC)noc2C)c(=O)[nH]c1=O – LDHA block = -6

# The listing continues.
entry	mol	APE1 inh	BLM inh	Pol iota inh	Anesthetic bind	Pol beta inh	LDHA block	POLK inh	POLH inh	Glioma ERSR ind
11	O=C(NC1CCN(C(=O)Nc2ccc(F)cc2)CC1)c1ccccc1F	-6%	-3%	32%[activator]	-2%	18%	1	4%	-1%	0%
12	N#Cc1c(N)nc(N)nc1Nc1ccc(Br)cc1	-6%	-11%	34%[activator]	-5%	-20%	-4	-5%	-18%	5%
13	Cc1cc(Oc2ccccc2)nc(OCC#N)n1	1%	-17%	7%	9%	-3%	-7	-8%	5%	-1%
14	O=C(O)CCc1ccc(-c2ccc(Br)cc2)n1-c1cccc(O)c1	-4%	-1%	?	-4%	?	-9	-11%	4%	7%
15	CCOC(=O)Nc1sc(NS(=O)(=O)c2ccccc2)nc1C	2%	1%	10%	-6%	0%	-3	-5%	-19%	0%
16	COc1ccc(C(c2c(O)nc(SC)n(C)c2=O)c2c(O)nc(SC)n(C)c2=O)cc1O	7%	1%	2%	-7%	6%	-6	5%	-9%	-4%
17	Cc1cc(NC(=O)Cn2nnc(-c3ccccc3NC(=O)c3ccccc3F)n2)no1	33%	-4%	64%[activator]	-21%	11%	-5	3%	-18%	-7%
18	Cc1ccc(S(=O)(=O)NCCC(=O)NCCCSc2ccccc2)cc1	-3%	.	-14%	.	.	1	-10%	-6%	-3%
19	Cc1ccc(/C=N/NC(=O)C(NC(=O)c2ccccc2)c2n[nH]c(=O)c3ccccc23)cc1 (centres undefined)	-9%	-8%	-13%	?	24%	-3	4%	-18%	4%
20	CCCCNc1nc2ccccc2n1CC(=O)N1CCc2ccccc2C1	-9%	-9%	17%	-19%	15%	1	-4%	-10%	-3%
21	O=C1c2ccccc2NC(c2ccccn2)N1c1ccc(Cl)cc1 (centres undefined)	5%	-3%	-1%	64%[activator]	-3%	-1	-10%	-11%	2%
22	O=[N+]([O-])c1cc(Br)c2nsnc2c1N1CCOCC1	-8%	-2%	27%	?	14%	1	-5%	-16%	-3%
23	CCCCCn1c(N(C)Cc2ccccc2)nc2c1c(=O)[nH]c(=O)n2C	14%	-4%	-16%	-6%	7%	0	-3%	-20%	-3%
24	COc1ccccc1C(=O)NCCC(=O)N1CCN(S(=O)(=O)c2cccc(Cl)c2)CC1	6%	.	25%	.	.	0	-2%	-19%	-3%
25	Cc1ccc(-c2nc(NC(=O)c3nn(C)cc3[N+](=O)[O-])sc2C)cc1C	-1%	-12%	12%	?	-4%	-2	-19%	-7%	-16%
26	CCOc1cc(/C=N/NC(=O)Cn2nc([N+](=O)[O-])cc2C)cc(Br)c1OCc1ccccc1C	2%	-3%	15%	-11%	21%	-18	-8%	-2%	2%
27	CCOC(=O)Cc1csc(NC(=S)NC(=O)c2cccc([N+](=O)[O-])c2)n1	2%	-2%	1%	3%	76%	-7	-15%	-15%	-3%
28	CCOC(=O)c1sc(NC(C)=O)nc1C	-3%	0%	37%[activator]	-11%	-19%	-9	-4%	-8%	0%
29	N#Cc1c2n(c(=S)n(-c3ccccc3[N+](=O)[O-])c1=O)CCCCC2	0%	4%	?	?	11%	-7	-1%	-3%	-2%
30	COc1ccc(CNC(=O)Cn2nnc(-c3ccc(NC(=O)C4CCCCC4)cc3)n2)cc1	-2%	3%	27%	-1%	0%	-6	-6%	-7%	3%
31	Cc1ccc(Nc2cc(C(=O)NCCc3ccccc3)c3ccccc3n2)c(C)c1	.	-3%	12%	79%[activator]	9%	4	-10%	-15%	-2%
32	CCOc1ccc(N2C(=O)Nc3ccccc3C2(O)C(=O)NCc2ccc(C)cc2)cc1 (centres undefined)	-4%	-2%	51%[activator]	-4%	-8%	-3	-3%	-26%	-2%
33	Cc1ccsc1C(=O)NCC(=O)OCc1ccccc1	-10%	-1%	-7%	-24%	46%	-7	-2%	-7%	1%
34	O=C(NC1CCCC1)c1ccc2c(=O)n(Cc3ccccc3)c(SCc3ccc([N+](=O)[O-])cc3)nc2c1	.	-1%	0%	-12%	10%	4	-4%[60.1 µM]	-21%	0%
35	NC(=O)c1ccc(NC(=O)Nc2ccc3c(c2)OCO3)cc1	-12%	-5%	12%	-7%	9%	-2	-21%	-19%	3%
36	Cn1c(CNC(=O)c2ccc(F)cc2)nc2ccccc21	-2%	0%	-5%	-6%	-3%	-9	0%	-6%	-2%
37	Cc1ccc(NC(=O)c2c([N+](=O)[O-])cnn2C)cc1C	-14%	-6%	?	-21%	-2%	0	11%	-11%	-3%
38	COC(=O)c1ccc(CNCC(O)COc2ccc(-c3ccccc3)cc2)cc1 (centres undefined)	48%	-6%	-16%	-4%	5%	0	2%	-7%	-2%
39	O=S(=O)(Nc1c(S(=O)(=O)c2ccccc2)c2nc3ccccc3nc2n1C1CCCCC1)c1ccccc1	15%	10µM*	3.5µM*	4%	3%	28	-16%	22µM*	0%
40	CCCCN(C(=O)C1CC(=O)N(c2ccc(OC)cc2OC)C1)c1c(N)n(CC(C)C)c(=O)[nH]c1=O (centres undefined)	28%	-1%	15%	-6%	-1%	-7	-18%	-9%	-5%
41	O=C(NC1CCCCNC1=O)c1ccco1 (centres undefined)	43%	-3%	1%	-1%	-1%	-3	-2%	-10%	-1%
42	COCc1nnc(NC(=O)CSc2ccc(C)cc2)s1	-4%	-2%	10%	-16%	16%	-4	-1%	-2%	-3%
43	COc1ccc(OC)c(CN2CCN(C(=O)c3ccco3)CC2)c1	1%	3%	117%[activator]	-5%	2%	-21	-15%	11%	-4%
44	CC(C)Cc1nnc(NC(=O)c2cc3c(s2)CCC3)s1	3%	-7%	28µM*	-8%	-26%	-4	?	-28%	5%
45	CC(=O)Nc1ccc(S(=O)(=O)NCc2ccc3c(c2)CCN3C(C)=O)cc1	.	-1%	21%	-9%	10%	3	3%[60.1 µM]	-15%	-1%
46	CCn1c(SCC(=O)Nc2ccc3c(c2)OCCO3)nnc1C(C)C	26%	-2%	139%[activator]	-3%	17%	0	-1%	-19%	-1%
47	CCOC(=O)c1oc2ccc(CNC(C)(C)C)c(Cl)c2c1C	4%	-13%	20%	-10%	8%	-5	-3%	-5%	3%
48	CCOC(=O)c1oc2ccc(/C=N/O)c(Cl)c2c1C	-1%	-6%	56%[activator]	-2%	1%	0	2%	-15%	5%
49	Cc1nn(Cc2ccc(Cl)cc2)c(C)c1NC(=O)CSc1nc2c(c(C(F)(F)F)n1)CCc1ccccc1-2	-1%	-4%	-22%[58.9 µM]	-8%	0%	-17	-10%	-9%	-3%
50	N/C(Cc1cccc2ccccc12)=N\O	-1%	0%	155%[activator]	-14%	-9%	4	-3%	-14%	0%
51	CCOC(=O)c1sc(C)c2c(=O)n(CC)nnc12	-9%	1%	-1%[58.9 µM]	5%	2%	3	1%	-11%	0%
52	Cc1ccc(S(=O)(=O)Nc2cc(-c3nn(C)c(=O)c4ccccc34)ccc2N2CCOCC2)cc1	-2%	-3%	32%[activator]	-20%	3%	-7	-4%	-10%	-3%
53	CC(=C\C(=O)O)/C(=C/c1ccco1)C(=O)O	?	0%	?	17%	?	-3	?	?	-7%
54	CS(=O)(=O)Nc1ccc(S(=O)(=O)N2CCCCCC2)cc1	-6%	-1%	?	-2%	42%	-7	-17%	-20%	-3%
55	COc1cc2nc(CN3CCN(S(=O)(=O)c4ccc(C)c(C)c4)CC3)[nH]c(=O)c2cc1OC	10%	-3%	44%[activator]	-2%	-3%	0	-14%	10%	-5%
56	C=CCn1c(SCc2nc3cc(C(F)(F)F)ccc3c(=O)[nH]2)nc2sc(CC)cc2c1=O	-1%	-1%	5%	2%	4%	-2	3%	?	-1%
57	CCNC(=O)/C=C1\NC(C)(C)Cc2c1ccc1ccccc21	2%	-5%	20%	-7%	1%	-2	-8%	-4%	3%
